Bioassay records as filed in PubChem BioAssay.
UPR XBP1 act: activators of adaptive XBP1 UPR arm, primary screen, cell-based, CHO-XBP1 luciferase reporter, luminescence, uHTS. IRE1-XBP1 UPR activation; percent of tunicamycin response, DMSO as zero. activation, % at 20 µM. hit rate 0.33% among 330,000;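 active means versus positive control, 20 µM dose yields 30% or more activation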;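 further: 100% = tunicamycin at 10 µg/mL and 0% = DMSO only wells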
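Material: CHO cell line with stable XBP1 luciferase reporter; schedule: 16-18 h cell attachment at 37 °C, then 6 h compound exposure; signal: glow luminescence from Steady-Glo reagent; medium: serum-containing F12 medium, 10% FBS; benchmarks: tunicamycin 10 µg/mL and vehicle-only wells; read-out: percent activation relative to tunicamycin reference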
Mdm2-MdmX inh: inhibitors of human Mdm2-MdmX association, primary screen, cell-based, luminescence, split luciferase, SaOS-2, uHTS. inhibition, % at 8 µM. hit rate 3% among 330,000. AID 485346, 2010. Protein Mdm4 (Homo sapiens) + E3 ubiquitin-protein ligase Mdm2 (Homo sapiens), …. SaOS-2 split-luciferase Mdm2/MdmX complementation;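 active means inhibition of at least 50% at 8 µM in the primary screen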
CCR6 antag: CCR6 receptor antagonists, primary screen, cell-based, CHO-K1, luminescence, beta-arrestin, uHTS | C-C chemokine receptor type 6 (Homo sapiens), P51684 | CHO-K1 CCR6 PathHunter beta-arrestin, CCL20-stimulated | inhibition, % at 20 µM | hit rate 0.49% among 340,000 | AID 493098, 2011;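 active means compounds whose inhibition of the agonist-driven luminescence signal at 20 µM reaches about 50%, limit read from the data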;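 further: cells stimulated with CCL20 at 14 nM final; plate controls were DMSO with CCL20 for no effect and DMSO without agonist for full effect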
Target sequence (P51684 whole entry, looked up): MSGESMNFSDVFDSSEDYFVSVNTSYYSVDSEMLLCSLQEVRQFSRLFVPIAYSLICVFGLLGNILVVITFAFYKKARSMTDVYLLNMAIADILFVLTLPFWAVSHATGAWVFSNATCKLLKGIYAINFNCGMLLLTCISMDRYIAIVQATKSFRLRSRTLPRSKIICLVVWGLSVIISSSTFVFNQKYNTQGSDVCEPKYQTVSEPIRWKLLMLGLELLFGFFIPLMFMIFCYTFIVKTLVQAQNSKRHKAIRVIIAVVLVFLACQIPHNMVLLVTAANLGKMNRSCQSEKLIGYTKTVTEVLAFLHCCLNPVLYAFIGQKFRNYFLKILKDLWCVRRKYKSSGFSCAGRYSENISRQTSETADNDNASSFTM
APJ ag: agonists of human apelin receptor APJ, primary screen, CHO-K1 cells, PathHunter beta-arrestin, luminescence | P35414 | 0% DMSO wells, 100% apelin | activation, % at 20 µM | hit rate 0.11% among 330,000;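 active means activation more than six SD over the plate average, tested at 20 µM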;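 further: 0% = DMSO alone and 100% = apelin-13 at 10 nM; some results filed as inactive read as strong as hits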
Target sequence (P35414 whole entry, looked up): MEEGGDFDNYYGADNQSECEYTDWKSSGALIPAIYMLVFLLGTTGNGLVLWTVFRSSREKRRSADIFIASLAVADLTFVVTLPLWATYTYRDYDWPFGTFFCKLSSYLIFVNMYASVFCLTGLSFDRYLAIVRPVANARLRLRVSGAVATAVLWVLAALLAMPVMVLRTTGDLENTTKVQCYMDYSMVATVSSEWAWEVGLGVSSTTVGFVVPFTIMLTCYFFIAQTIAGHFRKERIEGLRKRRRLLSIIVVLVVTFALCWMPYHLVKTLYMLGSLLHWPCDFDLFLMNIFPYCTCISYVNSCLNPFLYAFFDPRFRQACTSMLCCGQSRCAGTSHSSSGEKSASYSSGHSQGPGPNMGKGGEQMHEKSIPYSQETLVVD
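Assay system – PathHunter CHO-K1 APJ (AGTRL-1) beta-arrestin reporter cells · Compound – one dose, 20 µM compound, 1% DMSO · Timing – compound 90 min 25 °C, reagent 1 h · Measured by – luminescence from split beta-galactosidase complementation, Galacton Star/Emerald II substrate · Measure – beta-arrestin recruitment to APJ as agonist activity, luminescent signal · Benchmarks – DMSO vs Apelin-13 10 nM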
tim23-1 inh: growth inhibitors of tim23-1 mutant yeast, primary screen, luminescence, uHTS | S. cerevisiae tim23-1 growth, BacTiter-Glo luminescence, 24 h | inhibition, % at 20 µM | hit rate 1.3% among 330,000;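 active means growth inhibition of the mutant yeast at or above 50%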;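 further: temperature-sensitive mutant grown at 25 °C; plate controls were DMSO-treated mutant yeast for no effect and medium wells lacking yeast for full effect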
APJ antag: antagonists of human apelin receptor APJ, primary screen, CHO-K1 cells, beta-arrestin complementation, luminescence | AID 2521, 2010 | inhibition, % at 20 µM | P35414 | hit rate 0.32% among 330,000;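 active means inhibition above about 40% at 20 µM, limit read from the data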;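 further: cells challenged with 10 nM apelin-13 agonist together with compound; plate controls were apelin-13 plus DMSO wells for no effect and DMSO wells lacking apelin-13 for full effect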
EBI2 block: EBI2 receptor antagonists, beta-arrestin recruitment, primary screen, cell-based, luminescence, 7a,25-OHC stimulation, uHTS; inhibition, % at 5 µM; hit rate 0.81% among 360,000; G-protein coupled receptor 183 (Homo sapiens), P32249; 7a,25-OHC stimulated; in the data active means inhibition above about 38%;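 further: enzyme fragment complementation signal reports receptor beta-arrestin coupling in cells; 0% = agonist plus DMSO wells and 100% = wells without agonist; some results beyond the cut were filed as inactive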
CXCR6 inh: CXCR6 receptor inhibitors, primary screen, cell-based, beta-arrestin, luminescence, CHO-K1 PathHunter, 1536-well. hit rate 0.36% among 360,000. inhibition, % at 20 µM. C-X-C chemokine receptor type 6 (Homo sapiens), O00574; in the data active means inhibition above about 34%, passing the limit was not always enough;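 further: antagonist mode with CXCL16 agonist at 10 nM final; 0% = 10 nM CXCL16 with DMSO and 100% = unstimulated wells without agonist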
Target sequence (O00574 whole entry, looked up): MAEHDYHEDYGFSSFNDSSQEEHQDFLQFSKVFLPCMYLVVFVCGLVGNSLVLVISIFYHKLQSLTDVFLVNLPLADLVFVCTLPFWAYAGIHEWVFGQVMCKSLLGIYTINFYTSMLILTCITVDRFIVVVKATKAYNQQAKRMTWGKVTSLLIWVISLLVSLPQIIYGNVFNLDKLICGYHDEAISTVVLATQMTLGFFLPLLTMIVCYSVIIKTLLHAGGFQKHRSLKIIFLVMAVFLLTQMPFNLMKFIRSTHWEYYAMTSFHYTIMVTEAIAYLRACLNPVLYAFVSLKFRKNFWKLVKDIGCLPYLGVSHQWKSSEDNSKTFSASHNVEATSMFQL
CHOP UPR activ: activators of apoptotic CHOP UPR arm, primary screen, cell-based, CHO-CHOP luciferase reporter, luminescence, uHTS | hit rate 0.34% among 330,000 | UPR activation; percent of tunicamycin response over DMSO baseline | activation, % at 10 µM | AID 449763, 2010;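 active means at 10 µM dose, activation of 40% or more, normalized to positive control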;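 further: 100% = tunicamycin at 10 µg/mL and 0% = DMSO alone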
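Test system: CHO CHOP reporter cells. Input: 500 CHO-CHOP cells per well. Medium: F12 with 10% FBS. Technique: luciferase luminescence. Measure: percent activation relative to tunicamycin control. Dosing: 10 µM compound, 0.5% DMSO. Timing: 16-18 h cell attachment, then 6 h compound exposure, 37 °C.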
Active calls of the source: *. These rows are one share of the data, so the mix of outcomes need not match the whole.

What do the screens show for `COc1cc(O)sc1C=Nc1ccc(Cl)cc1Cl`?
UPR XBP1 act: 8; Mdm2-MdmX inh: 17; CCR6 antag: -12; APJ ag: -3; tim23-1 inh: -8; APJ antag: 10; EBI2 block: -6; CXCR6 inh: 13; CHOP UPR activ: 0.8

How did O=C(Nc1ccc(Cl)cc1)C1CC=CCC1C(=O)OCC(F)(F)C(F)F (configuration not stated) do in these assays?
UPR XBP1 act: 0; Mdm2-MdmX inh: -2; CCR6 antag: 7; APJ ag: 1; tim23-1 inh: -3; APJ antag: 11; EBI2 block: -3; CXCR6 inh: 9; CHOP UPR activ: -0.4

Results for CC1CCCN(C(=O)CCCn2c(=S)[nH]c3ccccc3c2=O)C1 (configuration not stated) ?
UPR XBP1 act: 3; Mdm2-MdmX inh: 18; CCR6 antag: -4; APJ ag: -3; tim23-1 inh: 29; APJ antag: 16; EBI2 block: -3; CXCR6 inh: -10; CHOP UPR activ: 1.4

What do the screens show for `CCCCC1=CC2=C(c3ccco3)C(=O)C(C)(OC(=O)c3ccc(OC)cc3)C(=O)C2=CN1C1CCCCC1` (configuration not stated)?
UPR XBP1 act: 0; Mdm2-MdmX inh: 21; CCR6 antag: 5; APJ ag: 4; tim23-1 inh: 0; APJ antag: 10; EBI2 block: -19; CXCR6 inh: 1; CHOP UPR activ: -0.3

What do the screens show for `C=CCC[C@@H](Cc1ccc(F)cc1)C(=O)OC[C@H](Cc1c[nH]c2ccccc12)NC(=O)[C@@H](CC=C)CC(=O)N[C@H](CO)Cc1ccccc1`?
UPR XBP1 act: 1; Mdm2-MdmX inh: 44; CCR6 antag: 9; APJ ag: -2; tim23-1 inh: -4; APJ antag: 1; EBI2 block: 25; CXCR6 inh: -15; CHOP UPR activ: 15

What do the screens show for `CNC(=O)c1ccc(-n2nc(C)cc2-c2ccccc2)cc1`?
UPR XBP1 act: 44*; Mdm2-MdmX inh: -3; CCR6 antag: -5; APJ ag: -1; tim23-1 inh: 22; APJ antag: 4; EBI2 block: -9; CXCR6 inh: 3; CHOP UPR activ: 1.7

Results for OC[C@H]1OC(O)[C@@H](O)[C@@H](O)[C@@H]1O (some centres not stated) ?
UPR XBP1 act: -6; Mdm2-MdmX inh: 15; CCR6 antag: 16; APJ ag: -2; tim23-1 inh: 9; APJ antag: -2; EBI2 block: 0; CXCR6 inh: 5; CHOP UPR activ: 0.1

Results for N#Cc1c(-c2ccccc2)[nH]c(=S)[nH]c1=O ?
UPR XBP1 act: 0; Mdm2-MdmX inh: 4; CCR6 antag: -1; APJ ag: -1; tim23-1 inh: -1; APJ antag: 26; EBI2 block: 1; CXCR6 inh: 2; CHOP UPR activ: -0.7

Results for CCN=C1SC(C(=O)Nc2cccc(C)c2)CC(=O)N1CC (configuration not stated) ?
UPR XBP1 act: -1; Mdm2-MdmX inh: 8; CCR6 antag: -5; APJ ag: 0; tim23-1 inh: 2; APJ antag: -1; EBI2 block: 0; CXCR6 inh: -4; CHOP UPR activ: -0.8

How did CC(C)CCC1(CCNC(=O)c2cccs2)CCOC(C)(C)C1 (configuration not stated) do in these assays?
UPR XBP1 act: 1; Mdm2-MdmX inh: 15; CCR6 antag: 12; APJ ag: 0; tim23-1 inh: 40; APJ antag: 7; EBI2 block: 14; CXCR6 inh: -6; CHOP UPR activ: 0.5

Results for Cc1ccc(S(=O)(=O)N(CC(=O)Nc2ccccc2C(=O)O)c2ccccc2C)cc1 ?
UPR XBP1 act: -3; Mdm2-MdmX inh: 19; CCR6 antag: 15; APJ ag: -2; tim23-1 inh: 5; APJ antag: 2; EBI2 block: -1; CXCR6 inh: -4; CHOP UPR activ: 2.0

How did CCOC(=O)c1c(C)[nH]c(NC(=O)Nc2c(C)n(C)n(-c3ccccc3)c2=O)c1C do in these assays?
UPR XBP1 act: -1; Mdm2-MdmX inh: 25; CCR6 antag: 2; APJ ag: -2; tim23-1 inh: 18; APJ antag: 10; EBI2 block: -4; CXCR6 inh: 4; CHOP UPR activ: -0.2

Results for CC(Nc1ncnc2nc[nH]c12)c1ccccc1 (configuration not stated) ?
UPR XBP1 act: -1; Mdm2-MdmX inh: 22; CCR6 antag: -5; APJ ag: -1; tim23-1 inh: 1; APJ antag: -2; EBI2 block: -4; CXCR6 inh: -3; CHOP UPR activ: -0.3

What do the screens show for `Cc1cc2c(cc1C)NC(c1c(C)n(C)n(-c3ccccc3)c1=O)C1=C(CC(C)(C)CC1=O)N2` (configuration not stated)?
UPR XBP1 act: -1; Mdm2-MdmX inh: 10; CCR6 antag: 77*; APJ ag: -1; tim23-1 inh: 41; APJ antag: 8; EBI2 block: 16; CXCR6 inh: 12; CHOP UPR activ: 4.0

What do the screens show for `Cc1ccc(S(=O)(=O)N2CCOCC2)cc1C(=O)Nc1nc2ccccc2[nH]1`?
UPR XBP1 act: -1; Mdm2-MdmX inh: -14; CCR6 antag: 7; APJ ag: -1; tim23-1 inh: 22; APJ antag: -13; EBI2 block: -5; CXCR6 inh: -2; CHOP UPR activ: 1.8

How did COc1cc(OC)nc(S(C)(=O)=O)n1 do in these assays?
UPR XBP1 act: 1; Mdm2-MdmX inh: 0; CCR6 antag: -4; APJ ag: -2; tim23-1 inh: -58; APJ antag: -7; EBI2 block: 3; CXCR6 inh: 0; CHOP UPR activ: 2.1

How did COC(=O)CC1=C(C(=O)OC)C(c2ccc3c(c2)OCO3)C(C#N)=C(N)O1 (configuration not stated) do in these assays?
UPR XBP1 act: -1; Mdm2-MdmX inh: 4; CCR6 antag: 10; APJ ag: 4; tim23-1 inh: 9; APJ antag: 6; EBI2 block: 2; CXCR6 inh: -4; CHOP UPR activ: 1.0

What do the screens show for `O=C(Nc1ccccc1O)/C(=C\c1ccccc1)NC(=O)c1ccccc1`?
UPR XBP1 act: 0; Mdm2-MdmX inh: 13; CCR6 antag: 21; APJ ag: -6; tim23-1 inh: 13; APJ antag: 18; EBI2 block: -6; CXCR6 inh: -3; CHOP UPR activ: -1.4

How did CC(=O)OC[C@H]1O[C@@H](Sc2cccc3cccnc23)[C@H](OC(C)=O)[C@@H](OC(C)=O)[C@H]1OC(C)=O do in these assays?
UPR XBP1 act: 2; Mdm2-MdmX inh: -6; CCR6 antag: -6; APJ ag: -1; tim23-1 inh: 25; APJ antag: 19; EBI2 block: -13; CXCR6 inh: 20; CHOP UPR activ: 0.8

How did S=C(NCCc1ccccc1)N1CCN(C(=S)NCCc2ccccc2)CC1 do in these assays?
UPR XBP1 act: -1; Mdm2-MdmX inh: 20; CCR6 antag: -6; APJ ag: -4; tim23-1 inh: -15; APJ antag: 3; EBI2 block: -3; CXCR6 inh: 8; CHOP UPR activ: 1.2

2 entries picked at random from those above:
How did CC(C)CCC1(CCNC(=O)c2cccs2)CCOC(C)(C)C1 (configuration not stated) do in these assays?
UPR XBP1 act: 1; Mdm2-MdmX inh: 15; CCR6 antag: 12; APJ ag: 0; tim23-1 inh: 40; APJ antag: 7; EBI2 block: 14; CXCR6 inh: -6; CHOP UPR activ: 0.5

Results for Cc1ccc(S(=O)(=O)N(CC(=O)Nc2ccccc2C(=O)O)c2ccccc2C)cc1 ?
UPR XBP1 act: -3; Mdm2-MdmX inh: 19; CCR6 antag: 15; APJ ag: -2; tim23-1 inh: 5; APJ antag: 2; EBI2 block: -1; CXCR6 inh: -4; CHOP UPR activ: 2.0

(cont.)
What do the screens show for `COc1ccc(Cc2nnc(SC)[nH]c2=O)cc1`?
UPR XBP1 act: 0; Mdm2-MdmX inh: -26; CCR6 antag: 12; APJ ag: -4; tim23-1 inh: -5; APJ antag: -3; EBI2 block: -1; CXCR6 inh: 1; CHOP UPR activ: -1.4

How did CSc1ccc(S(=O)(=O)NCC(=O)OCC(=O)N(C)C2CCCCC2)cc1[N+](=O)[O-] do in these assays?
UPR XBP1 act: 0; Mdm2-MdmX inh: 28; CCR6 antag: 13; APJ ag: 5; tim23-1 inh: 11; APJ antag: 15; EBI2 block: -2; CXCR6 inh: 6; CHOP UPR activ: 0.8

Results for O=[N+]([O-])c1ccc(S(=O)(=O)N(CC(O)CN2CCCCC2)c2ccccc2)cc1 (configuration not stated) ?
UPR XBP1 act: -4; Mdm2-MdmX inh: -13; CCR6 antag: -2; APJ ag: 4; tim23-1 inh: 1; APJ antag: -6; EBI2 block: 0; CXCR6 inh: -6; CHOP UPR activ: 0.9

How did CCCn1c2c(c(O)c(C(=O)NCCCN(CC)CC)c1=O)CCCC2 do in these assays?
UPR XBP1 act: -1; Mdm2-MdmX inh: 18; CCR6 antag: 4; APJ ag: -2; tim23-1 inh: 10; APJ antag: 13; EBI2 block: -5; CXCR6 inh: 9; CHOP UPR activ: -1.4

What do the screens show for `COCCCNC(=O)CCCOc1ccccc1`?
UPR XBP1 act: 0; Mdm2-MdmX inh: 17; CCR6 antag: 10; APJ ag: -1; tim23-1 inh: 2; APJ antag: 10; EBI2 block: -20; CXCR6 inh: -6; CHOP UPR activ: -0.2

How did CCOC(=O)c1[nH]ncc1CN1CCC(Cc2cccc(OC)c2)(C(=O)OCC)CC1 do in these assays?
UPR XBP1 act: -2; Mdm2-MdmX inh: 13; CCR6 antag: 7; APJ ag: -3; tim23-1 inh: 3; APJ antag: 14; EBI2 block: -6; CXCR6 inh: 1; CHOP UPR activ: -1.3

What do the screens show for `COc1ccccc1/C=C1\SC(=S)N(NS(=O)(=O)c2ccccc2)C1=O`?
UPR XBP1 act: -2; Mdm2-MdmX inh: -2; CCR6 antag: 16; APJ ag: -2; tim23-1 inh: 38; APJ antag: 2; EBI2 block: -10; CXCR6 inh: 7; CHOP UPR activ: -2.5

Results for OC(c1ccccc1)C(O)c1ccccc1 (configuration not stated) ?
UPR XBP1 act: 0; Mdm2-MdmX inh: -19; CCR6 antag: -4; APJ ag: -1; tim23-1 inh: 9; APJ antag: -1; EBI2 block: 3; CXCR6 inh: 4; CHOP UPR activ: 0.1

What do the screens show for `CCOC(=O)Nc1ccc2c(c1)N(C(=O)CCN(CC)CC)c1ccccc1S2=O` (configuration not stated)?
UPR XBP1 act: -4; Mdm2-MdmX inh: 67*; CCR6 antag: 9; APJ ag: 0; tim23-1 inh: 18; APJ antag: 10; EBI2 block: 40; CXCR6 inh: 18; CHOP UPR activ: 4.9
